# All columns: NCI-60 one-dose screen, growth in % after 48 h at 10 µM unless noted; 100 = growth as untreated, 0 = no growth, -100 = all killed.
# OVCAR-8: OVCAR-8 ovarian cancer | 4.4% of 81,000 active
# SF-295: SF-295 CNS cancer cells; 5.6% of 79,000 active; AID 1794758
# U251: U251 CNS tumor cells; 5.4% of 80,000 active
# SF-268: SF-268 CNS cancer cells; 3.1% of 82,000 active; AID 1794759
# SF-539: SF-539 CNS cancer; 6.8% of 81,000 active; AID 1794752
# PC-3: PC-3 prostate cancer cells; 3.9% of 80,000 active
# SNB-19: SNB-19 CNS cancer cells; 2.5% of 81,000 active; AID 1794751
# DU-145: DU-145 prostate cancer. 4.2% of 81,000 active
# Starred values were filed as active, the others as inactive; / = not tested or not shown; & = joins results of further samples; [ ] = dose if it differs, or a comment. How the source made its calls: active means growth percent below 10; inactive means the rest.
# Screens in order: PC-3	U251	SF-539	OVCAR-8	SF-295	SNB-19	SF-268	DU-145
1	CCCCCCCC/C=C\CCCCCCCC(=O)OCCCCCCCCCCCCCCC
  97&100	97&103	101&105	102&103	99&117	104&111	100&106	106&110
2	CCC(C)c1ccc(OCC(C)OC(=O)Cc2ccccc2)cc1 (stereo unspecified)
  72	92	104	95	104	101	101	109
3	Brc1ccc(/C=N/Nc2nc3ccccc3s2)cc1
  97	98	101	99	100	100	102	110
4	CCCCn1c(=O)c(/C=C/C(=O)/C=C/c2ccc(OC)cc2)cc2cc(Cl)ccc21
  40	-13*	92	5.2*	20	47	43	54
5	NCCCNc1nc2ccccc2c2c1S(=O)(=O)c1ccc(Cl)cc1C2=O
  74	90	111	93	101	99	94	91
6	CC/C(=C(\c1ccc(OCCN2CCCCCCC2)cc1)c1ccc(OC(=O)c2ccccc2)cc1)c1ccc(Cl)cc1
  99	103	105	105	104	105	103	98
7	O=C(Nc1cccc(Cl)c1)Nc1nc2ccc(-c3cccc4ccccc34)cc2s1
  25	35	87	43	63	56	67	43
8	CC(C)(C)c1ccc(S(=O)(=O)Oc2ccc(NC(=O)c3ccc4ccccc4c3)cc2)cc1
  49	54	71	51	59	75	60	81
9	c1ccc2c(c1)Sc1ccccc1S2
  91	93	106	99	101	100	109	108
10	O=C(NCCN1CCCCC1)c1ccc(-c2nc3ccc4[nH]ncc4c3c3c2CCCC3)cc1
  96	89	101	100	88	100	79	95
11	CC1=N/C(=C\c2ccc(Cl)cc2)C(=O)N1CCc1ccc(S(=O)(=O)NC(=S)NCc2ccccc2)cc1
  98	98	104	105	94	92	118	107
12	Cc1nn(-c2ccccc2)c2nc3c(c(-c4ccc(Cl)cc4)c12)CNC1(N3)C(=O)N(C)c2ccc(Cl)cc21 (stereo unspecified)
  62	92	103	98	98	125	89	97
13	COc1ccc(Cc2nnc(Nc3nc4ccccc4s3)s2)cc1
  108	98	94	103	93	94	103	109
14	Cc1cc(-c2ccccc2)n2nc(N)nc2n1
  96[3.58 µM]	106[3.58 µM]	95[3.58 µM]	/	98[3.58 µM]	99[3.58 µM]	95[3.58 µM]	107[3.58 µM]
15	Cn1c(=O)c2[nH]c(/N=N/N3CCCCC3)nc2n(C)c1=O
  108	101	83	107	113	111	107	120
16	CCCc1nc(NC(=O)c2ccccc2)nc(NC(=O)c2ccccc2)n1
  107	92	94	96	114	96	107	120
17	C#Cc1cccc(NC(=O)C2CCN(C(=O)C=C)CC2)c1
  104[8.25 µM]	104[8.25 µM]	108[8.25 µM]	94[8.25 µM]	104[8.25 µM]	106[8.25 µM]	105[8.25 µM]	113[8.25 µM]
18	Cc1ccc(C2CC(c3ccc(NC(=O)Nc4ccccc4)cc3)=NN2c2ccc(S(N)(=O)=O)cc2)cc1 (stereo unspecified)
  -59*	-96*	-99*	-46*	-71*	-100*	-75*	-76*
19	CCOC(=O)c1sc(NC(=O)c2ccc(Cl)cc2)nc1C
  93	91	100	94	102	103	101	108
20	N#Cc1c(-c2ccc(Cl)cc2Cl)c(C#N)c(=O)n(-c2nccs2)c1N
  96	100	95	105	103	100	96	101
21	Oc1ccc(C2OCCO2)c2cccnc12
  32	27	36	25	87	64	31	57
22	NS(=O)(=O)c1ccc(CCn2c(SCc3ccccc3)nc3ccccc3c2=O)cc1
  87	89	101	79	101	95	79	93
23	CC1CCC(C(C)C)C(OC(=O)c2ccc([N+](=O)[O-])cc2)C1 (stereo unspecified)
  81	105	98	102	110	120	113	119
24	O=C(CNc1nc(-c2ccccc2)cs1)Nc1ccc([N+](=O)[O-])cc1Cl
  38	16	2.2*	30	34	44	30	55
25	COc1cc(/C=N/c2cc(C(C)(C)C)nn2-c2ccccc2)cc(OC)c1OC
  87	98	92	87	90	95	113	115
26	Cn1cc(-c2csc(-c3ccccc3)n2)c2ccccc21
  84	103	93	101	99	98	93	106
27	Cc1c/c(=N\NC(=O)Nc2ccc(Cl)cc2)oc2cc(O)ccc12
  104	101	92	104	108	104	98	105
28	O=C(c1ccc(Cc2n[nH]c(=O)c3cccnc23)cc1)N1CCCC1
  105	107	96	107	103	103	101	110
29	Cn1c(=O)n(C)c2cc(CNCCNc3ccnc4cc(Cl)ccc34)ccc21
  64	51	59	67	-69*	89	98	75
30	COC(=O)CCN1C(=O)/C(=C/c2ccc(O)cc2)SC1=S
  98	97	96	100	102	93	96	101
31	COc1ccc(C(c2ccc(OCCN(C)C)cc2)c2cc3ccccc3c3ccccc23)cc1 (stereo unspecified)
  61	17	67	70	58	65	67	34
32	O=C(CN1CCOCC1)n1cnc2ccccc21
  99	/	96	98	101	95	97	105
33	COc1ccc(-c2nnc(COc3ccc(NC(=O)Nc4ccccc4)cc3F)o2)cc1
  66	85	86	96	99	87	79	83
34	CN(C)c1ccc([C@H]2C[C@]3(C)[C@@H](CC[C@]3(O)CCCO)[C@@H]3CCC4=CC(=O)CCC4=C32)cc1
  75	96	99	97	97	98	96	95
35	Cc1ccc(S(=O)(=O)OCCCc2cn(-c3ccc(-c4ccccc4)cc3)nn2)cc1
  81	90	92	93	96	91	100	98
36	N#Cc1c(-c2cccs2)cc(-c2cnccn2)nc1SCC(=O)Nc1ccccc1
  88	98	95	98	97	98	93	97
37	COc1cc(/C=C/C(=O)c2ccc(NC(=O)CSc3nc4c([nH]3)c(=O)n(C)c(=O)n4C)cc2)cc(OC)c1OC
  90	39	71	77	98	42	65	96
38	COc1cc(-c2nn(-c3ccc(C(=O)O)cc3)cc2CNc2ccc(F)cc2)ccc1O
  70	96	100	95	94	95	78	90
39	O=C(OCc1ccc2cccc(O)c2n1)N1CCN(C(=O)c2cc3cc(F)ccc3[nH]2)CC1
  -44*	-87*	-98*	-41*	55	47	-73*	-84*
40	O=C1Nc2ccc(F)cc2/C1=N/N=C/c1cccc(F)c1
  92	92	90	97	99	93	96	99
41	CCOC(=O)c1sc2ccc(N)cc2c1NC(=O)c1cc(OC)c(OC)c(OC)c1
  88	91	84	87	95	91	100	107
42	COc1ccc(-c2csc(NC(=O)CSc3nc(C)c(-c4ccccc4)n3Nc3ccccc3)n2)cc1
  34	62	73	32	-9.4*	83	45	65
43	CCCC1N[C@H](C(=O)O)CS1 (stereo partly specified)
  88	94	/	91	102	99	100	108
44	COc1ccc2nc(C#N)ccc2c1
  102	93	106	106	97	115	101	109
45	Cc1ccc(C(=O)/C=C/c2ccc(Oc3ccc(Br)cc3)cc2)cc1
  95	91	99	95	102	96	103	103
46	Cc1ccc(/C=C2\SC(=S)N(c3ccc(F)cc3)C2=O)o1
  96	61	74	0.0*	73	/	/	96
47	O=C(O)C(c1ccccc1)C1(O)CCCCC1 (stereo unspecified)
  /	99	105	98	102	/	105	105
48	CN1C(=O)N(C)C2C1NN=c1s/c(=C\c3ccccn3)c(=O)n12 (stereo unspecified)
  95	101	96	101	100	97	100	108
49	c1ccc(-c2cn(-c3ccccc3)c(-c3ccccc3)n2)cc1
  59	56	74	21	127	86	85	71
50	Cc1ccc(C(N)=O)cn1
  97	100	109	107	/	102	111	111
51	O=C1C(Cl)=C(NCc2ccccc2)C(=O)c2ccccc21
  68	84	113	89	79	86	90	105
52	O=C(O)C(Cc1c[nH]c2ccc(O)cc12)NCC1(O)OCC(O)C(O)C1O (stereo unspecified)
  84	102	91	108	94	93	107	118
53	CCOC(=O)c1csc(NC(=S)Nc2ccc(OC)cc2)n1
  106	89	95	77	86	102	93	104
54	Cn1cc(-c2nnc(N)nc2-c2c[nH]c3ccc(F)cc23)c2cc(Br)cnc21
  57	57	64	72	41	58	60	89
55	COc1cc2c(=O)n(CCCCl)c3c4cc5c(cc4ccc3c2cc1OC)OCO5
  45	48	83	63	41	76	53	101
56	CCOC(=O)c1c[nH]c2c(Cl)c(C)ccc2c1=O
  96	106	92	105	109	92	/	/
57	Cc1cccc(C(=O)NNC(=O)c2c(C)[nH]c(-c3nc4ccccc4[nH]3)c2C)c1
  102	107	100	98	110	96	104	109
58	COc1cc(/C=C/C(=O)c2ccc(B(O)O)cc2)cc(OC)c1OC
  96	/	91	81	88	95	74	42
59	CC(C)CC(=O)OC1CCC(C2CCCCC2)CC1 (stereo unspecified)
  84	93	104	102	98	104	99	110
60	Cc1ccc(C2CC(c3ccccc3)=NN2C(=O)c2ccc(S(C)(=O)=O)cc2)cc1 (stereo unspecified)
  72	89	102	99	95	102	103	99

# Later entries
# Screens in order: PC-3	U251	SF-539	OVCAR-8	SF-295	SNB-19	SF-268	DU-145
61	CN1C(=O)N(C)C2Nn3c(s/c(=C\c4ccco4)c3=O)=NC21 (stereo unspecified)
  105	99	102	105	100	100	102	115
62	CC(O)C(NC(=O)C1CCCN1C(=O)CNC(=O)C1CC(=O)NCC(=O)NC(Cc2c[nH]c3ccccc23)C(=O)NC(Cc2ccc(O)cc2)C(=O)NCC(=O)NC(CO)C(=O)NC(CCC(N)=O)C(=O)NC(Cc2c[nH]c3ccccc23)C(=O)N1)C(=O)NCC(=O)NC(CCC(N)=O)C(=O)NC(CCCNC(=N)N)C(=O)NC(CC(=O)O)C(=O)O (stereo unspecified)
  77	106	96	101	102	97	103	104
63	C=CCSc1nnc(COc2ccc(CNC(=O)CCCC/C=C/C(C)C)cc2OC)o1
  94	100	102	96	102	96	97	103
64	NC(N)=N/N=C/c1ccc(C(=O)O)cc1
  87	102	96	100	107	103	/	118
65	O=C(O)Cn1c(O)c(/C=C2/C=c3cc4c(cc3=NC2=O)OCCO4)sc1=S
  106	109	107	110	95	98	118	118
66	Cc1ccc(S(=O)(=O)C/C(=N\Nc2ccccc2)c2cc3cc(Br)ccc3oc2=O)cc1
  86	76	96	69	65	93	76	94
67	O=C(N/N=C/C[C@@H]1[C@@H](/C=C/[C@@H](O)COc2cccc(Cl)c2)[C@H](O)C[C@@H]1O)c1ccncc1
  91	93	104	80	99	98	103	108
68	N=C(N)c1ccc(-c2ccc(-c3ccc(Cl)cc3)o2)nc1
  -90*	-98*	-92*	-43*	-85*	-87*	-96*	-98*
69	CCC(CC)(C(=O)O)C(=O)O
  91	96	99	101	99	100	106	104
70	CN1C(=O)/C(=C/c2ccc(C(=O)Nc3ncc(Cc4ccc(F)cc4)s3)cc2)SC1=S
  52	65	38	58	24	60	49	39
71	CC(=O)OCC1CCCN1C(C)=O (stereo unspecified)
  104	100	110	98	114	102	96	107
72	COc1ccc(-c2cc(-c3cccn3C)c(C#N)c(=O)n2C(C)=O)cc1OC
  102	103	94	104	92	92	115	112
73	Cn1cnc2c(ncn2C)c1=N
  90	103	97	111	112	99	100	100
74	COc1ccccc1/C=C1\Oc2ccc(O)c(-c3ccccc3)c2C1=O
  70	90	101	102	101	100	98	93
75	O=C(CSc1nnc(-c2ccc(Cl)cc2)n1-c1ccccc1)Nc1cccc(F)c1
  62	14	-1.0*	36	9.4*	48	56	58
76	N#CC1=C(c2cccs2)Nc2c(c(-c3ccccc3)nn2-c2ccccc2)C12C(=O)Nc1ccccc12 (stereo unspecified)
  7.0*	12	-45*	24	40	25	54	34
77	COc1ccc(N2N=C(c3ccc4c(c3)OCCO4)CC2c2cccc(NC(=O)CCNS(=O)(=O)c3ccc(OC)cc3)c2)cc1 (stereo unspecified)
  59	83	83	90	71	75	58	90
78	ClC1=C(Cl)C(Cl)=C(Cl)C1=Cc1ccccc1
  -10*	-50*	-44*	-19*	-30*	-17*	-45*	-76*
79	O=C(NO)c1ccccc1F
  107	/	106	107	95	99	103	113
80	COc1cc2ncnc(NN3CCN(CCO)CC3)c2cc1OC
  100	100	103	98	109	/	96	106
81	COc1cc2c(cc1OC)N(CCO)C1=C(C(=O)OC1)C2c1cccc(Br)c1 (stereo unspecified)
  89	93	90	101	78	88	98	103
82	COc1ccc(S(=O)(=O)NCCNc2nc(Nc3ccc(N4CCN(C)CC4)cc3)nc3ccsc23)cc1
  96	89	94	101	102	97	72	102
83	Nc1cc(S(=O)(=O)O)cc2cc(S(=O)(=O)O)cc(O)c12
  /	111	100	96	106	113	99	122
84	C[C@@H]1CCC2=C(CCC[C@]2(C)C(=O)O)[C@@]1(C)CCc1ccoc1
  87	85	/	94	102	93	95	108
85	CCOC(=O)C(C(C)C)N1C(=O)/C(=C/c2ccc(Br)cc2)SC1=S (stereo unspecified)
  92	98	106	97	91	99	95	103
86	COc1ccc(/C=C2/C(=O)N(/C=C3\C(=O)Oc4ccccc4C3=O)C(=NC(C)=O)N2C)cc1OC
  94	95	117	103	109	105	100	/
87	COc1ccc(-c2c(-c3ccccc3)nc3sc4cc(OC)ccc4n23)c(OC)c1
  71	88	95	90	88	85	110	91
88	COc1ccc(/C=C(\c2cc(OC)c(OC)c(OC)c2)c2nnc(-c3ccc(OC)cc3)o2)cc1
  86	94	106	97	/	97	93	102
89	CC1(C)C(=O)CC[C@]2(C)[C@H]3CC=C4[C@@H]5C[C@@](C)(c6nnc(-c7ccncc7)o6)CC[C@]5(C)CC[C@@]4(C)[C@]3(C)CC[C@@H]12
  92	101	106	92	103	96	102	115
90	Nc1nc(=S)cc(Nc2ccc(Cl)c(Cl)c2)[nH]1
  96	102	84	102	102	98	92	91

# 6 of the compounds above, screen by screen.
[81] COc1cc2c(cc1OC)N(CCO)C1=C(C(=O)OC1)C2c1cccc(Br)c1 (stereo unspecified)
[82] COc1ccc(S(=O)(=O)NCCNc2nc(Nc3ccc(N4CCN(C)CC4)cc3)nc3ccsc23)cc1
[83] Nc1cc(S(=O)(=O)O)cc2cc(S(=O)(=O)O)cc(O)c12
[84] C[C@@H]1CCC2=C(CCC[C@]2(C)C(=O)O)[C@@]1(C)CCc1ccoc1
[85] CCOC(=O)C(C(C)C)N1C(=O)/C(=C/c2ccc(Br)cc2)SC1=S (stereo unspecified)
[86] COc1ccc(/C=C2/C(=O)N(/C=C3\C(=O)Oc4ccccc4C3=O)C(=NC(C)=O)N2C)cc1OC
Compound	81	82	83	84	85	86
PC-3	89	96	/	87	92	94
U251	93	89	111	85	98	95
SF-539	90	94	100	/	106	117
OVCAR-8	101	101	96	94	97	103
SF-295	78	102	106	102	91	109
SNB-19	88	97	113	93	99	105
SF-268	98	72	99	95	95	100
DU-145	103	102	122	108	103	/

# From PubChem
